Source: PubChem
b-catenin transl: modulators of beta-catenin nuclear translocation, primary screen, imaging, HeLa cells, immunofluorescence, high-content | nuclear translocation activity, % at 5 µM | hit rate 0.3% among 190,000;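 active means nuclear translocation activity above 50% at 5 µM, with a well cell count of 50 or more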;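 further: per-cell ratio of nuclear to cytoplasmic median beta-catenin stain intensity; plate controls were DMSO negative control for no effect and GSK-3 inhibitor IX positive control for full effect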
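Signal – beta-catenin immunofluorescence imaging with DAPI · Test system – human HeLa cell line · Dosing – 5 µM primary single dose, 0.1% DMSO, 0.02–20 µM confirmation series · Measure – % activation, nuclear-to-cytoplasmic median beta-catenin signal ratio per cell · Incubation – 24 h compound exposure at 37°C, 5% CO2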
MT stabilizer: microtubule stabilizers in HeLa cells, primary screen, imaging, high-content imaging | % tubulin-high responders, % at 10 µM | hit rate 0.83% among 200,000 | HeLa tubulin immunostaining HCS, 24 h; share of cells brighter than vehicle mean+2SD;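 active means plate Z-score above 3 for both tubulin-high and condensed-nucleus cell shares, with cell loss under 80%, at 10 µM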;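 further: anti alpha tubulin signal scored within the nucleus-defined area of each cell; some results filed as inactive read as strong as hits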
Ins promoter up: insulin promoter activators in MIN6 cells, imaging, high-content screening, mouse beta cells | hit rate 0.3% among 190,000 | z-score at 5 µM | MIN6 insulin promoter-GFP reporter; active compounds read high;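 active means z-score above 3 at 5 µM with at least 500 cells counted in the well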
NOD2 inhibition: NOD2 signaling inhibitors, cell-based, luminescence, uHTS, HEK293 (AID 1566); hit rate 0.63% among 290,000; HEK293 NOD2/NF-kB luciferase reporter, luminescence; higher % means a stronger effect; inhibition, % at 4 µM, or EC50 in µM where a hit was titrated; in the data active means inhibition above about 50%; further: many of its hits are not listed in these tables
Yfh1-depleted yeast: enhancers of respiration in Yfh1-depleted yeast, dose response, Friedreich's ataxia, plus single-dose screen (AID 1465); hit rate 0.074% among 220,000; fold induction at 50 µM, or EC50 in µM where a hit was titrated; S. cerevisiae Yfh1-off respiration, WST-1 reduction, 72 h; higher fold induction means a stronger effect;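 active means fold induction of absorbance versus untreated yeast above a set limit, then at least 30% activation at any dose in follow-up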;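 further: activators that raise dye reduction in frataxin-depleted yeast; strong numbers were not always called active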
Dynein cargo inh: inhibitors of GR-EGFP nuclear translocation, primary screen, dynein cargo transport inhibitor project, imaging, high-content, 3617.4 mouse cells. test concentration mostly 20 µM; stimulated with dexamethasone, 1 µM; active compounds read low. z-score, hits read low. hit rate 0.47% among 220,000. AID 1381, 2008;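 active means plate z-score of nuclear minus cytoplasmic receptor signal below a set negative limit, without overly bright fluorescence or cell loss, cut at about -3.5 in these data, passing the limit was not always enough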;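 further: z-score of nuclear minus cytoplasmic ring GR-EGFP intensity difference per well; some compounds called inactive have numbers as strong as hits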
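Also added – dexamethasone, 1.0 µM final · Buffer or medium – tet-free, stripped-serum medium · Schedule – induction 48 h, compound 1 h, agonist 30 min · Detection – formaldehyde fixation, Hoechst nuclear stain, 10x automated fluorescence imaging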
M17LAP inhibition: P. falciparum M17LAP inhibitors, primary screen, biochemical, fluorogenic H-Leu-NHMec substrate, 1536-well (AID 1619) | Leucine aminopeptidase (Plasmodium falciparum (isolate 3D7)) | inhibition, % at 30 µM; hits with a dose series show IC50 in µM | hit rate 0.38% among 220,000 | recombinant M17LAP, H-Leu-NHMec fluorogenic kinetic assay; higher % means a stronger effect;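 active means compound inhibiting the enzyme by more than half at any dose during confirmatory dose-response retesting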;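 further: plate controls were full reaction with DMSO carrier for no effect and no enzyme background for full effect; strong numbers were not always called active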
NOD1 NF-kB reporter: NOD1 signaling inhibitors, primary screen, cell-based, luminescence, uHTS (AID 1578) | NOD1-driven NF-kB luciferase reporter cells, luminescence; higher % means a stronger effect | one-dose inhibition, % at 4 µM; EC50 in µM for titrated hits | hit rate 1% among 290,000; in the data active means inhibition mostly above about 36%, no sharp cut-off; inactive means mostly below about 34%;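 further: HEK-293T reporter cells stimulated with the NOD1 agonist gamma-tri-DAP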
Autophagy mod: autophagy modulators in MEF cells, primary screen, imaging, high-content, MEF GFP-LC3 | MEF GFP-LC3 puncta imaging; test concentration mostly 10 µM | calls only at 10 µM (by protocol) | hit rate 0.98% among 190,000;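 active means percentage of spot-positive cells more than 3 SD above its plate mean, without a fluorescence outlier flag or 80% toxicity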;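 further: spot-positive cell cutoff set from DMSO-treated cells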
Dynein cargo inh cytoplasmic EGFP: further read-out of Dynein cargo inh, marked with its call; z-score; measured here: cytoplasmic GR-EGFP intensity; active compounds read high
Dynein cargo inh nuclear GR-EGFP: also measured in Dynein cargo inh; calls as there; z-score; measured here: nuclear GR-EGFP intensity;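 lower value marks the stronger effect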
Dynein cargo inh cell count: second read-out of Dynein cargo inh, no call of its own (marks repeat the call); z-score; measured here: cell count per field
Ins promoter up cell count: also measured in Ins promoter up; calls as there; cell count; measured here: cytotoxicity, nuclei count;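 total cells summed across four imaged fields per well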
b-catenin transl cell count 5 µM: also measured in b-catenin transl; calls as there; cell count; measured here: cell count, cytotoxicity flag
MT stabilizer Hoechst-high %: second read-out of MT stabilizer, no call of its own (marks repeat the call); % Hoechst-high responders; measured here: nuclear condensation Hoechst responders;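 share of cells brighter than vehicle mean plus two SD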
MT stabilizer cytotoxicity %: recorded beside MT stabilizer, whose call it bears; toxicity, %; measured here: cytotoxicity by cell density;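 0% = mean cell density of plate MIN control wells and 100% = no cells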
Autophagy mod cell loss 18 h: further read-out of Autophagy mod, marked with its call; toxicity, %; measured here: cell loss, nuclei count;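 cell loss after 18 h compound exposure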
An asterisk follows results filed as active; i = inactive; . = no result given. An excerpt; rates above refer to the full screens.

no.	smiles	b-catenin transl	b-catenin transl cell count 5 µM	MT stabilizer	MT stabilizer Hoechst-high %	MT stabilizer cytotoxicity %	Ins promoter up	Ins promoter up cell count	NOD2 inhibition	Yfh1-depleted yeast	Dynein cargo inh	Dynein cargo inh cytoplasmic EGFP	Dynein cargo inh nuclear GR-EGFP	Dynein cargo inh cell count	M17LAP inhibition	NOD1 NF-kB reporter	Autophagy mod	Autophagy mod cell loss 18 h
1	Nc1ncncc1-c1ccc([N+](=O)[O-])cc1	-1.2	1363	3.1	1.5	7.7	-0.68	1315	3.1%	i	-0.176	-0.166	0.453	0.94	6.0%	14.5%	i	-31.3
2	CCN(C1CCS(=O)(=O)C1)S(=O)(=O)c1cccc([N+](=O)[O-])c1 (stereo not given)	-0.3	1097	3.3	1.8	10.8	0.1	1432	-2.8%	i	0.143	-0.36	0.169	0.404	22.2%	-28.1%	i	0.5
3	Cn1c(=NC(=O)CN2C(=O)C3CC=CCC3C2=O)sc2ccccc21 (stereo not given)	-2.6	958	4.4	3.9	3.4	-2.12	813	11.1%	i	-1.33	-0.31	-0.566	0.16	19.8%	-6.7%	i	8.8
4	COc1cc(/C=C/C(=O)OCC(=O)NC(=O)NC(C)C)ccc1OCC#N	-0.5	557	2.7	3.7	9.4	0.16	1372	-2.6%	i	-0.752	-0.27	-0.559	1.4	11.4%	-18.3%	i	-7.7
5	COc1ccc(C(=O)Nc2ccc3c(c2)OCO3)cc1OC	0.4	1157	1.9	2.6	16.1	0.03	975	-33.2%	i	0.366	-0.283	0.153	0.188	-9.2%	-51.6%	i	-5.2
6	O=C(COC(=O)[C@@H]1CC(O)CN1S(=O)(=O)c1ccccc1[N+](=O)[O-])c1ccccc1 (stereo not given in full)	-4.7	1072	3.9	3.1	5.7	-0.05	1220	1.9%	i	-0.126	-0.326	0.646	-0.148	5.1%	-37.6%	i	3.2
7	C(=N\Nc1nc2ccccc2[nH]1)/c1ccc2ncccc2c1	2.0	1239	.	.	.	.	.	-97.8%	.	-0.758	-0.212	0.174	0.605	.	18.6%	.	.
8	Cc1cccc(NC(=O)c2nc[nH]c2C(=O)N[C@@H](CC(C)C)C(=O)OCc2ccccc2)c1	0.2	1324	.	.	.	-0.73	1069	5.5%	i	-0.153	-0.817	-0.0978	0.566	-2.8%	-7.2%	.	.
9	O=C(COC(=O)CCSc1ccccc1)NCc1ccccc1Cl	-2.5	1100	5.4	1.9	5.6	1.92	1435	-11.0%	i	-0.895	-0.202	-0.663	-0.177	-2.6%	14.0%	i	10.8
10	CC1Cc2cc(/C(O)=C3/C(=O)C(=O)N(CC4CCCO4)C3c3ccco3)ccc2O1 (stereo not given)	-0.9	1098	2.5	2.3	24.1	0.41	1297	-8.5%	i	-1.34	-0.196	-0.453	1.51	13.1%	-26.8%	i	0.6
11	O=C(NNC(=S)NC(=O)c1cccs1)c1ccc(NC(=O)c2ccccc2)cc1	-4.2	556	4.4	3.5	4.2	-0.73	1448	14.6%	i	-0.157	-0.108	0.599	-0.532	0.9%	-26.4%	i	-0.1
12	CCOC(=O)c1c(-c2cccc3ccccc23)csc1NC(=O)C1C2CCC(O2)C1C(=O)O (stereo not given)	0.3	568	1.3	1.8	4.3	0.38	1292	1.3%	i	-0.0347	-0.234	-0.0362	0.737	26.3%	-1.1%	i	2.4
13	O=C(Nc1ccc2ccccc2c1)NC1CCS(=O)(=O)C1 (stereo not given)	0.0	972	2.3	1.6	0.3	.	.	-11.7%	i	-0.141	-0.145	-0.0869	0.616	15.4%	-28.5%	i	-8.3
14	CC[n+]1ccc(C[n+]2ccccc2)c2ccccc21	2.0	551	3.0	2.3	3.7	0.03	1330	-2.6%	i	-0.0968	0.24	-0.164	0.164	-4.8%	-18.8%	i	7.3
15	O=C1CC(N2CCC(O)(c3ccc(Cl)cc3)CC2)C(=O)N1Cc1ccc(N2CCCC2=O)cc1 (stereo not given)	.	.	3.7	2.5	6.3	0.14	1301	-12.1%	i	-1.09	0.648	-0.294	0.763	6.3%	-16.7%	i	-7.4
16	CCOC(=O)C1CCN(C(=O)COC(=O)COc2ccccc2OC)CC1	-3.3	834	2.2	3.0	5.7	0.91	1168	6.9%	i	-0.168	-0.216	0.0661	0.355	8.0%	4.8%	i	-12.5
17	CCOc1nc2ccccc2nc1C	0.3	1341	2.9	1.3	4.8	-0.11	1637	14.8%	i	1.28	-0.191	0.983	-0.45	-7.6%	-3.0%	i	0.1
18	COc1ccc(C(=O)N(Cc2ccco2)C(C(=O)NC2CCCC2)c2ccc(O)cc2)cc1OC (stereo not given)	.	.	3.0	0.5	80.4	1.05	1109	10.1%	i	1.99	0.218	1.68	-2.33	7.0%	23.5%	i	-2.4
19	CC#CCN1c2ccccc2[C@]23C[C@@H](C(=O)OC)N(C(=O)c4cc(C)oc4C)C2=NC(C(=O)OC)=C(C(=O)OC)[C@H]13	-2.4	1229	.	.	.	-1.04	887	13.0%	i	-0.262	-0.726	-0.0779	-0.274	-4.7%	1.8%	.	.
20	CCOC(=O)C1=C(N)N2C(=O)C(C)SC2=C(C(=O)OCC)C1c1cc(OC)c(OC)c(OC)c1 (stereo not given)	-1.3	1326	.	.	.	-0.67	1117	-2.1%	i	-0.896	-0.81	-0.314	0.94	1.1%	-11.6%	.	.
21	COc1ccc(C2CC(c3ccccc3)=NN2c2ccc(N)cc2)cc1 (stereo not given)	.	.	3.7	3.4	2.0	0.48	1209	-13.4%	i	0.676	-0.329	0.483	0.777	3.9%	-43.0%	i	14.3
22	Cc1cccc(N(CC(=O)NCC2CCCO2)C(=O)CCC(=O)Nc2cc(C)on2)c1 (stereo not given)	-6.9	1223	2.1	1.8	7.5	-0.39	1238	-2.9%	.	-0.257	-0.271	0.157	1.18	-2.3%	-7.2%	i	-12.0
23	CCOC(=O)NN1C(=O)c2ccccc2NC1c1ccc(OC)cc1OC (stereo not given)	0.4	559	2.3	1.6	1.4	.	.	14.9%	i	-0.235	-0.313	-0.0838	0.467	-15.6%	-12.1%	i	15.7
24	CC1CC(=O)Nc2ccccc2N1S(=O)(=O)c1cccs1 (stereo not given)	0.3	1173	.	.	.	.	.	8.4%	i	-0.487	-0.242	-0.294	0.667	1.1%	-4.4%	.	.
25	O=C1c2ccccc2C(Nc2cccnc2)N1Cc1ccccc1 (stereo not given)	-6.5	1183	4.3	3.3	9.0	-1.86	1132	15.3%	i	0.368	-0.181	0.514	0.153	4.1%	1.2%	i	1.0
26	CCOC(=O)Cc1csc(NC(=O)CCNS(=O)(=O)c2ccc3c(c2)CCC(=O)N3)n1	1.1	1399	8.9	2.3	7.5	-0.02	1444	11.2%	i	2.35	0.23	1.38	-0.439	-8.3%	-12.3%	i	9.3
27	COc1ccc(Nc2ncnc3c2cnn3-c2cccc(C)c2)cc1OC	3.0	1211	.	.	.	0.49	1018	5.1%	i	-1.25	-0.848	-0.451	1.06	1.9%	-11.1%	.	.
28	CCCc1cc(=O)[nH]c(SCC(=O)C(C)(C)C)n1	.	.	3.4	2.1	13.8	-0.08	920	4.9%	i	-0.0942	0.142	0.0506	-0.24	-2.9%	-6.2%	i	5.6
29	O=C(Nc1ccc2oc(=O)ccc2c1)c1ccccc1[N+](=O)[O-]	-1.6	1120	3.4	2.2	7.2	-0.93	1238	22.0%	i	-0.109	-0.237	-0.591	0.693	0.7%	-13.7%	i	-6.8
30	NC(=O)NC(=O)Nc1ccccc1Cl	1.2	1283	11.5	1.9	9.8	0.08	1629	-7.2%	i	0.762	-0.332	0.0927	-0.406	-3.3%	7.6%	i	15.0

Reprinted: entries 28 to 29
no.	smiles	b-catenin transl	b-catenin transl cell count 5 µM	MT stabilizer	MT stabilizer Hoechst-high %	MT stabilizer cytotoxicity %	Ins promoter up	Ins promoter up cell count	NOD2 inhibition	Yfh1-depleted yeast	Dynein cargo inh	Dynein cargo inh cytoplasmic EGFP	Dynein cargo inh nuclear GR-EGFP	Dynein cargo inh cell count	M17LAP inhibition	NOD1 NF-kB reporter	Autophagy mod	Autophagy mod cell loss 18 h
28	CCCc1cc(=O)[nH]c(SCC(=O)C(C)(C)C)n1	.	.	3.4	2.1	13.8	-0.08	920	4.9%	i	-0.0942	0.142	0.0506	-0.24	-2.9%	-6.2%	i	5.6
29	O=C(Nc1ccc2oc(=O)ccc2c1)c1ccccc1[N+](=O)[O-]	-1.6	1120	3.4	2.2	7.2	-0.93	1238	22.0%	i	-0.109	-0.237	-0.591	0.693	0.7%	-13.7%	i	-6.8
